Compound activity from PubChem.
p-CIP stab down: p/CIP protein destabilization | decrease of EGFP signal, % at 10 µM | AID 1984 | F442A p/CIP-EGFP cells, EGFP fluorescence, 16 h | 0.01% of 290,000 active;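 active = EGFP signal decrease of at least 30% at 10 µM or well 3 SD below plate mean, unless failing retest; inactive = the rest, including hits failing retest or dose response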; also: some compounds called inactive have numbers as strong as hits; many of its hits are not listed in these tables
IDE cell activ: activators of human insulin-degrading enzyme in cells. AID 493087. HEK cells, FAbeta-B cleavage, fluorescence polarization; 0% vehicle, 100% cell-free pure enzyme wells. activation, % at 5.96 µM. P14735. 0.073% of 340,000 active;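 active = activation above the mean of all tested compounds plus 3 SD, set per screening campaign, cut at about 17% in these data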
FID counter: displaces DNA intercalator in HCV helicase counter-screen | AID 1845 | 0.17% of 290,000 active | inhibition, % at 7.9 µM | DNA fluorescent intercalator displacement, fluorescence; in the data active = inhibition above about 37%;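 also: 0% = vehicle and 100% = reference compound; higher means more ethidium bromide displaced from hairpin DNA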
IDE inh: inhibitors of human insulin-degrading enzyme in cells. 0.41% of 320,000 active. inhibition, % at 5.59 µM. HEK cells, FAbetaB cleavage, fluorescence polarization. AID 434962;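 active = percent inhibition above the average of all tested compounds plus 3 SD, set per screening campaign, cut at about 16% in these data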;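 also: IDE supplied by intact live HEK cells; FP after avidin binding of uncleaved biotin substrate so inhibition keeps polarization high; 0% = DMSO wells and 100% = 60 µM reference IDE inhibitor Ii1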
IMP-1 inh: blocks Pseudomonas aeruginosa IMP-1 metallo-beta-lactamase | purified IMP-1, nitrocefin hydrolysis, epi-absorbance fluorescence | inhibition, % at 5.6 µM | 0.45% of 290,000 active;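 active = inhibition above the mean plus 3 SD of all compounds in the same screening run, cut at about 4.5% in these data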;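 also: 0% = IMP-1 with DMSO and 100% = DMSO wells lacking enzyme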
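System – purified recombinant IMP-1 beta-lactamase · Input – IMP-1 dispensed at 0.2 nM · Timing – 15 min preincubation plus 25 min reaction at 25 °C · Signal – Epi-absorbance fluorescence, 480 nm excitation, 530 nm emission · Measure – percent IMP-1 inhibition derived from blank-referenced optical density · Controls – Enzyme-plus-DMSO low control, enzyme-free DMSO high control · Replication – singlicate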
M18AAP inhibitor: PfM18AAP enzyme inhibition; AID 1822; 1.2% of 290,000 active; recombinant PfM18AAP, H-Glu-NHMec fluorogenic cleavage; inhibition, % at 7.35 µM;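 active = inhibition above the campaign mean inhibition over all tested compounds plus 3 SD, cut at about 28% in these data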;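 also: 0% = plate median of test compound wells and 100% = 2 mM ZnCl2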
UBC9 SUMO inh: inhibitors of human SUMOylation (UBC9). P63279. HTRF SUMOylation assay, SAE1/SAE2 + UBC9, in vitro. inhibition, % at 35 µM. 0.36% of 290,000 active. AID 2006; in the data active = inhibition above about 50%, passing the limit was not always enough; also: strong numbers were not always called active
Target sequence (P63279 whole entry, looked up): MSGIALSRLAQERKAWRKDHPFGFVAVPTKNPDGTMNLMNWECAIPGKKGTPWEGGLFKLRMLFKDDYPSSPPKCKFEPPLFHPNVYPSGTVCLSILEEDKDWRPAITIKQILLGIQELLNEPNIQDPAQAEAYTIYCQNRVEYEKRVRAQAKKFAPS
VIM-2 inh: blocks Pseudomonas aeruginosa VIM-2 metallo-beta-lactamase | purified VIM-2, nitrocefin hydrolysis, epi-absorbance fluorescence | inhibition, % at 5.6 µM | 0.89% of 290,000 active | AID 1527;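 active = inhibition above the mean of all tested compounds plus 3 SD, cutoff set per screening run, cut at about 7.5% in these data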;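 also: red hydrolysis product quenches plate fluorescence so inhibitors raise well fluorescence; 0% = enzyme with DMSO and 100% = DMSO without enzyme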
HCV NS3 hel inh: blocks Hepatitis C virus NS3 helicase unwinding | NS3 helicase DNA unwinding, Cy5 molecular beacon fluorescence | inhibition, % at 10.9 µM | 0.56% of 290,000 active | AID 1800;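 active = inhibition above the mean of all tested compounds plus 3 SD, set per campaign, cut at about 35% in these data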;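 also: 0% = DMSO wells and 100% = thioflavine S control wells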
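System: Hepatitis C virus NS3 helicase domain fragment enzyme | Reagent: Annealed dual-labelled DNA beacon duplex, ATP-started | Compound dosing: 10.9 µM single point, 0.8% DMSO | Incubation: 1 h reaction at 25 °C, ATP-initiated | Technique: Cy5 fluorescence | Evaluation: Percent inhibition from t60/t0 fluorescence ratio | Benchmarks: Low DMSO, high thioflavine S at 110 µM | Replication: Singlicate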
Numbers without * were called inactive; · = no result given. Compounds were not picked by outcome. About 3.6% of those tested had a hit in this group.

SMILES | p-CIP stab down | IDE cell activ | FID counter | IDE inh | IMP-1 inh | M18AAP inhibitor | UBC9 SUMO inh | VIM-2 inh | HCV NS3 hel inh
COC(=O)c1cccc(NC(=O)CC2C(=O)NCCN2C(=O)Nc2cc(C)cc(C)c2)c1 (configuration not stated) | -8 | -2 | -14 | 2 | -0.1 | -6 | 11 | 0.7 | -27
CCNc1nc(C)c2cc(Br)c(=O)n(CC)c2n1 | 22 | 5 | -1 | -2 | 1.3 | 1 | 9 | 2.7 | -10
Cc1ccccc1N1CCN(C2CCCN(C(=O)c3ccc(Cl)s3)C2)CC1 (configuration not stated) | 0 | 0 | -16 | · | -0.8 | -7 | 4 | -1.3 | -6
O=C(c1cnc2n(c1=O)CCS2)N1CCN(c2ccccc2F)CC1 | -22 | 6 | -1 | 3 | 3.3 | -4 | 13 | -0.2 | 1
COc1ccccc1C(=O)N1CCN=C1SCc1cccnc1 | -15 | 2 | -5 | 1 | -7.2 | 11 | 23 | -4.8 | -7
Cc1nc(NC(=O)CN(C)S(=O)(=O)c2ccc(Cl)cc2)sc1C | 5 | 6 | -5 | 3 | -1.2 | -4 | -3 | 0.8 | -2
O=C(N/N=C/c1ccccc1O)c1cccc(C(F)(F)F)c1 | -10 | -4 | -1 | 9 | -5.5 | 0 | 7 | -3.1 | -6
COc1ccccc1CN1CCNC(=O)C1CC(=O)N(C)Cc1cnccn1 (configuration not stated) | -12 | 5 | 8 | · | -3.9 | 8 | 22 | -5.1 | 3
CC1CCCC(C)N1C(=O)COC(=O)c1nn(C)c(=O)c2ccccc12 (configuration not stated) | -1 | -2 | -39 | 1 | -5.8 | 5 | 9 | -2.2 | -10
CCN(CC)S(=O)(=O)c1ccc(NC(=O)c2cccnc2Cl)c(NC(=O)c2cccnc2Cl)c1 | 4 | · | -19 | 1 | 0.8 | 6 | -7 | -0.1 | -6
Cc1c(NC(=O)c2cc(-c3ccc(Cl)cc3)on2)c(=O)n(-c2ccccc2)n1C | 2 | 0 | -27 | 0 | 0.1 | -15 | 5 | -0.8 | 17
Cc1cccc(NCN2C(=O)c3ccccc3C2=O)c1 | -12 | 2 | 1 | 2 | -3.4 | 0 | -5 | -2.0 | 8
CCn1ncc(Br)c1C(=O)Nc1ccc(F)c([N+](=O)[O-])c1 | -4 | 0 | 6 | -1 | -0.5 | 10 | 12 | -0.6 | -8
CCOC(=O)COc1ccc(S(=O)(=O)NCc2ccncc2)cc1 | 0 | 0 | -6 | -2 | -4.8 | 3 | 4 | -2.7 | 3
CCCS(=O)(=O)N1CCCC(C(=O)NCCCN2CCN(c3ccc(F)cc3)CC2)C1 (configuration not stated) | -11 | -2 | 7 | -2 | 5.4* | -1 | 0 | -1.0 | -5
O=C(Cc1csc(N2CCOCC2)n1)N/N=C/c1ccc(F)cc1 | -10 | 0 | -7 | -1 | -3.8 | 2 | 15 | -2.2 | -1
CCc1ccc(C(=O)N2CCC(c3nc4ccccc4s3)CC2)cc1 | 6 | 0 | -32 | 4 | -1.7 | -12 | -7 | -3.1 | -10
NC(N)=NCC(O)CN(c1ccccc1)c1ccccc1 (configuration not stated) | -1 | · | 26 | 1 | -4.4 | 16 | 2 | -1.3 | -27
C/C=C(\C)C(=O)Nc1cccc(C2=NOC3(C2)C[C@@H](C(N)=O)N(C(=O)/C(C)=C/C)C3)c1 (some centres not stated) | 6 | 2 | · | -2 | · | · | 20 | · | ·
CCCC(=O)NC(C)C(c1cccs1)N1CCN(c2ccccc2)CC1 (configuration not stated) | -3 | 1 | -10 | -4 | -3.8 | 5 | -10 | -1.5 | 4
O=C(CN1C(=O)COc2ccccc21)NCCCN1CCCCC1 | -3 | 1 | -11 | 5 | -3.8 | -5 | · | -1.0 | 11
Cc1ccc(-n2c(C)cc(C(=O)CSc3nnc4ccccn34)c2C)cc1 | 6 | 1 | -21 | 1 | 0.6 | -3 | -4 | 1.9 | 10
Cc1ccc(SCCC(=O)N2CCCC2)cc1 | -5 | -1 | -9 | 0 | -4.0 | 2 | 1 | -2.8 | 7
O=Cc1ccc(OCC(=O)Nc2ccccc2C(F)(F)F)cc1 | -1 | 4 | -1 | -2 | -2.4 | 2 | 20 | -2.4 | 22
N#Cc1cnn2c(-c3ccc(Cl)cc3Cl)ccnc12 | -6 | · | -8 | -1 | -3.4 | -11 | 37 | -0.5 | 3
Cc1cccn2c(=O)c(/C=C(\C#N)S(=O)(=O)c3ccccc3)c(N3CCN(c4ccccc4)CC3)nc12 | 5 | 6 | -12 | 6 | -3.4 | -4 | 12 | 0.9 | -15
COc1ccc(-c2cc(C(=O)NCCc3ccccc3)no2)cc1OC | -29 | 1 | -12 | -2 | -3.5 | 6 | -3 | -5.8 | 3
Cc1nnc(NC(=O)CSc2nc3c(c(=O)n2CCc2ccccc2)SC(C)C3)s1 (configuration not stated) | -6 | 4 | 2 | -1 | 0.1 | -7 | 14 | -0.5 | -8
CC(Oc1ccc2c3c(c(=O)oc2c1)CCC3)C(=O)NCC1CCC(C(=O)O)CC1 (configuration not stated) | 8 | 5 | -24 | 4 | -1.7 | 0 | 14 | 2.6 | -7
Cc1ccc(S(=O)(=O)N(Cc2ccc(Cl)cc2)c2ccccc2C(=O)O)cc1 | -14 | 3 | -32 | 7 | -1.3 | 10 | 14 | -1.4 | 36*
CC1CC2(CCCCC2)N2C(=O)C(=O)c3cccc1c32 (configuration not stated) | -4 | 4 | -6 | 6 | -4.1 | 11 | -10 | -1.0 | 0
Cn1c(=O)c2c(SCC(=O)N3CCCc4ccccc43)nc(C3CC3)nc2n(C)c1=O | -7 | -6 | 3 | 8 | -0.4 | -6 | 10 | -2.1 | 4
N#Cc1c(NCCCO)nc(-c2ccccc2)c2c1CCCC2 | -24 | -6 | -30 | 11 | -2.3 | -11 | 14 | -0.6 | -13
CC(=NCc1ccccc1)C1=C(O)COC1=O | 12 | -3 | -2 | 2 | 0.5 | 1 | -6 | -1.8 | -6
CCC(C)(C)NC(=O)c1ccc2c(c1)N(CC(=O)NC1CCCC1)C(=O)C(C)(C)O2 | -1 | 4 | -23 | -8 | -3.1 | -5 | 16 | -2.2 | -10
Clc1cccc(CN2CCN(c3ncccn3)CC2)c1Cl | -3 | 2 | -12 | 1 | 0.3 | -7 | 10 | 0.8 | -13
CC(C)(C)NC(=O)C1CCCN(S(=O)(=O)c2ccc(-n3cnnn3)cc2)C1 (configuration not stated) | -1 | 1 | -8 | 7 | -4.3 | -2 | 15 | -0.5 | 12
O=C(CN1CCN(c2ccccc2)CC1)NCc1ccc(F)cc1 | 7 | 0 | -15 | 2 | -1.1 | 0 | 1 | -1.2 | 5
CCc1ccc(NC(=O)C2CCCN(S(=O)(=O)c3cnc[nH]3)C2)cc1 (configuration not stated) | -4 | -2 | -10 | 2 | -0.4 | 4 | -8 | 0.3 | 6
CCCCN(CC)S(=O)(=O)c1ccccc1 | -2 | 3 | -3 | -1 | -3.0 | 2 | -14 | -2.3 | 4
O=C(N/N=C/c1ccccn1)c1ccc(Br)o1 | 5 | 6 | 5 | 5 | -2.8 | 6 | 2 | -7.3 | 1
CC1CCCC(C(=O)OCc2ccccc2)N1 (configuration not stated) | 8 | 1 | -3 | -2 | 0.1 | -12 | 21 | 0.1 | -4
O=C1NC(c2ccccc2)=C(c2nc3ccccc3s2)C(c2ccc(F)cc2)N1 (configuration not stated) | -26 | -2 | -17 | 9 | -3.2 | 7 | -32 | -2.1 | 1
CC/C(Cc1ccccc1)=N/NC(=O)CCn1nnc2ccccc21 | 0 | 2 | -7 | 0 | 1.6 | 1 | 4 | -0.8 | 4
COc1ccc(NC2CCCN(C(=O)c3cc(CC(C)C)nc(N)n3)C2)cc1 (configuration not stated) | 4 | 0 | -23 | 3 | -3.6 | 6 | -1 | -1.7 | 5
CCOc1ccc(C(=O)Nc2c(C(N)=O)oc3ccccc23)cc1 | 8 | 4 | -6 | 0 | -1.3 | -8 | 1 | 0.1 | -4
COc1ccc(-c2nc3ccccc3n2OC(C)C(=O)O)cc1 (configuration not stated) | -6 | -3 | -1 | -1 | -1.2 | -5 | 16 | -1.7 | 1
CCCNC(=O)CS(=O)(=O)c1ccccc1 | -2 | 1 | -2 | 0 | 2.3 | 3 | 6 | 0.5 | 28
Cc1nn(-c2ccccc2[N+](=O)[O-])c(=O)c2ccccc12 | -7 | -3 | -6 | 4 | -2.3 | -6 | 24 | -2.0 | -20
COc1ccc(Cl)cc1NC(=O)CNc1ccc(F)cc1C | -6 | -1 | 7 | 11 | -0.9 | -1 | -2 | -1.8 | -9
CC1CCCC(C)N1C(=O)CSc1ccc(-c2ccc3c(c2)OCCO3)nn1 (configuration not stated) | -15 | 4 | -32 | 1 | -1.8 | 1 | 8 | -4.4 | -2
CC(C)c1ccc(/C=C2\SC(N3CCCC3)=NC2=O)cc1 | -4 | 2 | -27 | 0 | -1.8 | 8 | 5 | -1.9 | 4
CCCc1nc2ccc(NC(=O)c3ccco3)cc2c(=O)n1Cc1ccc(Cl)cc1 | 3 | 5 | 0 | -4 | -1.2 | -3 | -33 | -1.4 | -8
COc1ccc(NC(=O)C(=O)NCCN2CCN(C(=O)c3cccs3)CC2)cc1 | -4 | 3 | -11 | 0 | -2.6 | 6 | 2 | 1.8 | -4
C#CCn1c(=NC(=O)c2cc(Cl)sc2Cl)sc2cc(S(N)(=O)=O)ccc21 | -16 | -8 | -5 | 12 | -4.4 | 2 | -1 | -1.3 | 18
O=c1c2cc(N3CCOCC3)ccc2[nH]c(=S)n1CCN1CCCC1 | 2 | 0 | 1 | -10 | -1.3 | 18 | 33 | 1.9 | 0
Cc1ccc(Cn2ccc(NC(=O)c3cc(-c4cccs4)on3)n2)cc1 | -15 | 1 | -7 | -2 | -3.2 | 3 | 4 | -2.6 | -5
CCOCCCNCc1ccc(OCc2ccccc2C)c(OC)c1 | 1 | 0 | 13 | 2 | -2.4 | -1 | -9 | -2.1 | -15
O=S(CC1CC1(Cl)Cl)CC1CC1(Cl)Cl (configuration not stated) | -16 | 2 | 0 | -2 | -3.9 | -5 | -15 | -3.7 | 12
CC(=O)c1ccc(NC(=O)Nc2ccc([N+](=O)[O-])cc2)cc1 | 8 | 0 | 4 | 13 | -0.9 | -12 | -11 | -0.3 | 8
Cn1c(CNc2ccc(Cl)cc2)nnc1SCC#N | -5 | 0 | -1 | 2 | -3.0 | 5 | 10 | -1.1 | -6
